Tat export inh – blocks Tat-dependent protein export in E. coli; E. coli MC4100 TorA-mCherry Tat export, fluorescence; actives 0.036% (n = 340,000); inhibition, % at 10 µM;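 active = mean replicate inhibition at least 50% and at least half of replicates individually reaching 50%; inconclusive = only one of the two criteria met; inactive = neither criterion met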;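 note: exported cargo escapes ClpAP degradation while cytoplasmic cargo is degraded and loses fluorescence; 0% = median of neutral control wells and 100% = median of NaSCN control wells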
E coli growth – counter-screen for AddAB inhibitors: E. coli growth inhibition; E. coli V3065 growth, OD600 absorbance, 18 h; inhibition, % at 11.9 µM; actives 0.27% (n = 330,000); AID 449728;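 active = inhibition above the campaign's mean inhibition across all tested compounds plus 3 SD, cut at about 9.9% in these data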;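 note: uninfected addAB+ strain grown without phage in ampicillin broth; 0% = DMSO wells and 100% = ciprofloxacin 0.95 µg/ml wells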
phage Ecoli inh – E. coli growth loss with phage present. growth absorbance. inhibition, % at 11.9 µM. actives 0.26% (n = 360,000). AID 651602; in the data active = inhibition above about 11%
SR-BI uptake up – SR-BI HDL lipid transfer activation. CHO ldlA[mSR-BI] cells, DiI-HDL uptake fluorescence, 3 h; 100 = double the neutral-control signal. activation, % at 12.5 µM. actives 0.096% (n = 320,000). AID 504775;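 active = mean replicate activation of at least 60% and every replicate at or above 60%; inconclusive = mean or all-replicate condition met, but not both; inactive = mean below 60% and not all replicates reaching 60%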;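 note: 0% = median plate neutral-control signal and 100% = twice that signal; values of inactives mirror those of a sister screen read the other way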
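Assay system: LDL receptor-deficient CHO ldlA cells overexpressing murine SR-BI / Medium: BSA-supplemented, HEPES-buffered Ham's F12, pH 7.4 / Probe or stimulus: DiI-labelled HDL at 10 µg/mL final / Timing: compound with DiI-HDL co-incubation, 3 h at 37 °C / Technique: bottom-read cell fluorescence after medium removal, ex 550/em 595 nm / Measure: HDL uptake via cellular fluorescence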
MITF TRPM1 HTS – activators of MITF-driven TRPM1 promoter activity in SK-MEL-5 cells | SK-MEL-5 TRPM1-promoter luciferase, 24 h; % of positive control, neutral wells = 0 | activation, % at 12.5 µM | actives 0.75% (n = 300,000);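 active = mean activation of at least 80% with every replicate also reaching 80%; inconclusive = mean reaches 80% but some replicate falls short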;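 note: 0% = neutral control wells and 100% = parthenolide positive control wells; values of inactives mirror those of a sister screen read the other way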
CAL PDZ FP-1 – CAL PDZ (human) peptide binding inhibition; Q9HD26; purified CAL PDZ, TMR-peptide fluorescence polarization, 1 h; inhibition, % at 24.9 µM; actives 0.92% (n = 300,000); AID 602252;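 active = mean inhibition of at least 30% with at least half of replicates also reaching 30%; inconclusive = no clear call, values can overlap the other calls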;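 note: 0% = DMSO neutral control and 100% = excess unlabeled competitor peptide PRC23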
SR-BI DiI inh – blocks mouse SR-BI lipid uptake from DiI-HDL; ldlA[mSR-BI] CHO cells, DiI-HDL uptake fluorescence, 3 h; actives 0.96% (n = 320,000); Q61009; inhibition, % at 12.5 µM; AID 488896;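 active = mean replicate inhibition of at least 70% and a set share of replicates each scoring 70 or more; inconclusive = meets just one of the two criteria; inactive = fails both criteria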;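 note: 0% = median of neutral control wells and 100% = median of positive control wells; values of inactives mirror those of a sister screen read the other way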
Target sequence (Q61009 whole entry, looked up): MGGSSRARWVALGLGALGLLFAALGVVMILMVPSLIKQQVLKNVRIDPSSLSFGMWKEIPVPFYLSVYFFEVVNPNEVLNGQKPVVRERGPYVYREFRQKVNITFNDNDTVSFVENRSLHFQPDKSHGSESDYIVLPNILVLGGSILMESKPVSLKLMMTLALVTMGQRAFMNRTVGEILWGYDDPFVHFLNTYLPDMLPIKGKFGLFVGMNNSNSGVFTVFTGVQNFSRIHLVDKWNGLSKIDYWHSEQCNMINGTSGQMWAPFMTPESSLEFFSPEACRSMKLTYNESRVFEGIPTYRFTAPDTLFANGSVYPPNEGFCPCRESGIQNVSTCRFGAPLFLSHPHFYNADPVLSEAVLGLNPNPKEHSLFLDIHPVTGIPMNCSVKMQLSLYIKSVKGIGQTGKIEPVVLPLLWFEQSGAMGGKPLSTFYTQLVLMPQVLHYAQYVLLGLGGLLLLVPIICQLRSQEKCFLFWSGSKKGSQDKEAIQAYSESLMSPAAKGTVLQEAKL
Wnt act – activators of Wnt/beta-catenin signaling. Wnt/beta-catenin reporter cell assay, activator, plate reader. activation, % at 9.35 µM. actives 1.2% (n = 300,000). AID 743398; in the data active = activation above about 30%, passing the limit was not always enough; inconclusive = no clear call, values can overlap the other calls;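 note: 0% = neutral control wells and 100% = positive control wells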
CAL PDZ FP-2 – human CAL PDZ-peptide interaction inhibition | AID 504414 | Q9HD26 | actives 0.02% (n = 330,000) | inhibition, % at 20 µM | purified CAL PDZ, TMR-peptide fluorescence polarization, 1 h;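 active = highest replicate inhibition of at least 40%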;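 note: plate controls were DMSO neutral control wells for no effect and unlabeled competitor peptide control wells for full effect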
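material = purified tagged CAL PDZ domain construct (CerCALP) | buffer or medium = sodium phosphate/NaCl buffer pH 7.4 with TCEP, IgG, Thesit | reagent = TMR-labelled reporter peptide T*-PRC34 bound in PDZ groove | incubation = 1 h room-temperature incubation prior to read | measured by = fluorescence polarization (mP) | evaluation = percent inhibition from loss of millipolarization | control set = unlabelled peptide and DMSO controls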
AddAB inh – less growth of phage-infected E. coli with AddAB; actives 0.29% (n = 330,000); inhibition, % at 11.9 µM; E. coli expressing H. pylori AddAB, absorbance growth; in the data active = inhibition above about 12%;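 note: 0% = vehicle wells of infected cells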
The depositor's hits bear a star; ? = inconclusive; . = not tested or not shown.

Structure,Tat export inh,E coli growth,phage Ecoli inh,SR-BI uptake up,MITF TRPM1 HTS,CAL PDZ FP-1,SR-BI DiI inh,Wnt act,CAL PDZ FP-2,AddAB inh
CNC(=O)Nc1cccc(NC(=O)NC)n1,2,-0.3,2.4,31,.,-1,-31,0,-1.2,1.0
Clc1cccc(-c2nn3c(Cn4cnc5ccccc54)nnc3s2)c1,-5,1.8,1.6,5,2,-2,-5,-5,.,1.6
COCCn1c(SCC(=O)NCCc2ccccc2)nc2c([nH]c3ccccc32)c1=O,-9,0.3,.,-3,-5,5,3,.,-0.4,1.8
C=CCn1c(SCc2nc3ccccc3nc2C)nnc1-c1ccoc1C,-4,-1.1,1.6,-5,.,17,5,-4,-1.4,1.2
C=CCSc1n[nH]c2nc3c(c(=O)n12)C1(CCCC1)Cc1ccccc1-3,0,0.1,2.0,27,-7,-1,-27,.,0.7,4.4
O=C(CSc1nnc(Cc2ccccc2)n1C1CCCCC1)N1CCOCC1,0,0.5,1.5,18,.,3,-18,0,0.2,1.3
O=C(O)CCCCCCCCCCCNC(=O)NC12CC3CC(CC(C3)C1)C2,-4,-1.2,2.3,9,7,1,-9,4,-0.6,1.1
CCOC(=O)c1ccc(NC(=O)N2CCN(c3ccccc3OC)CC2)cc1,-4,0.4,3.2,-71,7,-9,?,0,-2.2,-1.2
O=C(NC(=S)N1CCN(c2ccc([N+](=O)[O-])cc2)CC1)c1ccc(F)cc1,-1,-4.0,-2.2,9,6,-4,-9,-1,0.4,4.4
COc1ccc(CNCCNC(=O)c2cccs2)cc1OC,-2,1.4,3.6,2,-3,.,-2,-1,-0.9,-0.1
COc1cc(C=O)c(Br)cc1OCC(=O)NCCc1ccccc1,0,-2.2,2.7,-8,13,1,8,-4,-3.3,3.7
CCOC(=O)c1ccccc1NC(=O)CSc1nc2ccccc2o1,-5,-1.0,2.0,-24,28,0,24,3,.,0.1
CC1CCN(C(=O)Cn2ncc3c([nH]c4ccccc43)c2=O)CC1,-4,0.3,0.4,-2,3,1,2,5,-0.6,3.5
CCC1=Nc2ccccc2-c2nnc(SC)nc2O1,-1,1.8,2.4,38,3,6,-38,-1,-0.4,4.0
CC(C)N(C)C1CCN(C(=O)Nc2ccc(Cl)c(Cl)c2)CC1,-4,0.2,2.7,1,-2,-3,-1,.,-3.5,0.2
c1ccc(Nc2nc(-c3ccccc3)ns2)cc1,-2,-2.0,0.9,-36,73,-3,36,-2,-1.5,2.6
C=CCc1cc(Cl)ccc1OC(=O)Nc1cccc(Cl)c1,-3,5.1,3.8,5,22,-4,-5,3,-0.9,2.9
Cc1cccc(OCC(=O)Nc2cc(C)on2)c1,1,-0.1,2.8,17,32,1,-17,.,-0.9,0.2
CSc1n[nH]c(=O)n1-c1cccc(Cl)c1,9,1.5,-3.2,39,.,.,-39,-2,-0.5,1.2
O=C(CNC(=O)c1ccccc1F)Nc1ccc2c(c1)OCO2,2,0.5,-2.3,?,67,-3,-88,-3,-2.5,1.3
C=C(C)c1cccc(C(C)(C)NC(=O)NCc2cccnc2)c1,3,0.3,3.5,37,8,-1,-37,-1,-0.2,4.1
Cc1ccsc1-c1nc(CSCC(=O)N2CCN(c3ccccc3)CC2)c(C)o1,7,-0.4,2.1,-31,-10,-3,31,-4,-0.2,-1.6
Cn1c(C(=O)Nc2ccccc2)cc2sccc21,-4,0.7,2.8,-23,32,-3,23,51*,-1.0,3.8
COC(=O)C1=C(CCc2ccccc2)NC(=O)NC1c1ccc(Br)cc1 (centres undefined),18,-0.7,4.3,-41,16,-4,41,-6,-0.2,2.1
CCOC(=O)N1CCN(C(=O)CSc2ccc(C(F)(F)F)cc2[N+](=O)[O-])CC1,6,0.9,-4.2,24,-7,-2,-24,-1,-2.3,2.0
Cc1c(NC(=O)CN2CCCC(C)C2)ccc2nsnc12 (centres undefined),4,-2.5,-1.8,12,8,.,-12,0,-0.5,0.4
O=C(CCNC(=O)c1ccc(Br)cc1)NCC1CCCO1 (centres undefined),0,1.0,-0.5,6,-3,0,-6,-4,-0.5,-2.4
Cc1c(C(=O)N2c3ccccc3Sc3ccccc32)cccc1[N+](=O)[O-],-4,-0.3,3.6,-2,-2,-4,2,-2,-0.7,-1.4
COc1ccc(NC(=O)c2cccc(N3C(=O)C4C5C=CC(C5)C4C3=O)c2)cc1 (centres undefined),15,-2.2,3.7,-3,19,-4,3,1,0.0,-0.4
CCCCNC(=O)CCCCC(=O)N/N=C/c1ccccc1Cl,-2,-2.8,0.4,7,16,-5,-7,.,-2.3,0.7
CCOC(=O)C1CCN(C(=O)c2cc(S(=O)(=O)N3CCCCCC3)ccc2OC)CC1,5,0.1,0.2,22,5,-5,-22,-1,-2.8,1.5
COc1cc2c(cc1OC)CN(CC(O)c1ccccc1)CC2 (centres undefined),2,-2.3,1.0,4,0,-2,-4,-3,-2.2,4.6
COc1ccccc1-c1nnc(SCC(=O)NC2CC2)n1C,2,2.5,2.6,20,8,.,-20,-3,0.9,2.0
O=C1/C(=C/Nc2cccc([N+](=O)[O-])c2)CCc2ccccc21,-1,-0.9,4.7,-18,39,.,18,90*,-0.6,1.8
CC(C)C(=O)c1cn(CC(=O)NCC2CCCO2)c2ccccc12 (centres undefined),-3,0.2,2.2,4,6,-2,-4,0,-0.3,0.2
COc1ccc2c(c1OC)C(=O)N(c1nc(SC)n[nH]1)C2=O,-13,-0.9,0.8,-7,1,-3,7,0,0.0,1.5
Cc1ccccc1C(=O)N(CC(=O)Nc1sc(C)c(C)c1C(N)=O)C1CCCC1,19,1.3,-0.4,.,-4,0,.,-2,-2.3,2.9
CCOC(=O)Cn1nc(NC(=O)c2ccc(C(=O)OC)cc2)cc1C,-3,-0.1,0.5,-12,.,-8,12,4,0.7,0.1
CCOC(=O)/C(N=Nc1ccc(Cl)cc1)=C(/O)c1ccc([N+](=O)[O-])cc1,-2,-0.3,0.0,-21,0,1,21,.,-0.5,1.6
CCCCNS(=O)(=O)c1ccc2nc(-c3cccnc3)cc(C(=O)NC3CCCC3)c2c1,3,-0.3,0.9,.,-1,-5,.,-2,-2.6,-0.9
Cc1nnc(NC(=O)CSc2ncc(-c3ccccc3)[nH]2)s1,5,2.1,-0.3,8,7,-6,-8,-1,0.4,1.1
COc1ccc(CCC(=O)NCCc2ccc(Cl)cc2)cc1,-4,-0.1,2.1,.,4,-1,.,-5,-0.7,1.9
NS(=O)(=O)c1ccc(NC(=O)COC(=O)c2ccc3c(c2)OCCO3)cc1,-1,0.2,-1.1,-9,-15,-3,9,-1,-1.0,1.0
Cc1ccc(OCC(=O)NNC(=O)C2CCC2)cc1C,-2,-0.5,1.4,18,1,.,-18,-3,0.2,-0.4
O=C(NN=C(Cc1ccccc1)Cc1ccccc1)C1CC1,2,-3.4,1.3,18,0,5,-18,-1,0.7,-2.5
C#CCN1C=CC(=O)[C@@H](OC(=O)Nc2ccc(C)cc2)[C@H]1c1ccccc1Br,7,.,2.5,14,5,-9,-14,-4,-0.9,.
CCCC(C)NC(=O)Cc1ccc(S(=O)(=O)N2CCOCC2)s1 (centres undefined),1,-1.9,5.5,10,13,0,-10,1,-0.4,0.9
COc1ccc(S(=O)(=O)NC(C)C(=O)Nc2ccc3c(c2)OCO3)cc1OC (centres undefined),0,-1.8,-0.2,.,.,-3,.,3,-2.8,0.7
CC(C)N1C(=S)SC2CS(=O)(=O)C=C21 (centres undefined),-5,0.4,1.2,.,10,-4,-22,.,0.1,1.2
CCC(c1nnnn1C(C)(C)C)N1CCN(c2cc(Cl)ccc2C)CC1 (centres undefined),5,-1.7,2.0,-59,-1,0,59,.,-0.1,0.0
CC1CC(C)CN(C(=O)c2nn(C)c3c2CS(=O)(=O)c2ccccc2-3)C1 (centres undefined),9,-1.8,0.7,-5,-4,8,5,-1,-1.0,3.0
COC(=O)c1ccccc1NC(=O)Nc1ccc2c(c1)OCO2,-3,-0.5,2.5,-2,13,0,2,16,-5.4,0.9
Cn1c(NCCCO)nc2c1c(=O)n(Cc1ccccc1F)c(=O)n2C,11,-0.1,1.6,12,.,-4,-12,.,-1.1,-0.5
CCOc1ccc(C(CC(=O)O)NC(=O)C(CC)c2ccccc2)cc1 (centres undefined),-2,2.5,-0.2,6,-8,-1,-6,-1,0.4,-1.5
O=C(NNc1c(Cl)cncc1Cl)c1sccc1Cl,4,-0.5,2.3,-2,1,-7,2,1,-0.1,0.5
N#Cc1c(/N=C/c2cccs2)sc2c1CCCCC2,4,-0.3,1.9,34,.,-2,-34,0,-0.7,1.8
